# From PubChem
# KOR beta-arrestin-1: KOR agonists, beta-arrestin recruitment, primary screen, cell-based, luminescence, uHTS (AID 1777); 0.02% of 280,000 active; one-dose activation, % at 10 µM; EC50 in µM for titrated hits; KOR beta-arrestin recruitment, luminescence; higher % means a stronger effect; Kappa-type opioid receptor (Homo sapiens); in the data active = activation above about 50%, passing the limit was not always enough; also: a part of the inactive calls stands beside numbers as strong as those of hits
# T cell HTS: modulators of CD8 T cell-vesicle binding, primary screen, mouse 2C CD8+ T cells, flow cytometry; calls only at 7 µM; AID 2052, 2009; 2C CD8+ T cell-vesicle binding; stronger effect = lower value; 0.068% of 330,000 active;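 active = response, share of CD8 T cells binding vesicles, and their 90th percentile fluorescence all below set limits, cut at about 80% in these data, passing the limit was not always enough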
#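 Material: murine 2C transgenic CD8+ T lymphocytes / Also added: QL9-peptide-loaded Drosophila micro-vesicles bearing Ld, ICAM-1 and B7-1 / Schedule: binding step 1.5 h, 37 °C, antibody labelling 20 min, ice / Signal: flow cytometry, PE anti-B7-1 (FL2) versus Alexa647 anti-CD8 (FL8), PFA-fixed / Evaluation: percent CD8+ FL2 mean versus row control / Benchmarks: naked versus QL9-loaded vesicles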
# NOD1 NF-kB reporter: NOD1 signaling inhibitors, primary screen, cell-based, luminescence, uHTS (AID 1578); inhibition, % at 4 µM; hits with a dose series show EC50 in µM; NOD1-driven NF-kB luciferase reporter cells, luminescence; higher % means a stronger effect; 1% of 290,000 active; in the data active = inhibition mostly above about 36%, no sharp cut-off; inactive = mostly below about 34%;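 also: HEK-293T reporter cells stimulated with the NOD1 agonist gamma-tri-DAP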
# GPR55 antagonists: GPR55 antagonists blocking LPI-driven arrestin recruitment, primary screen, imaging, U2OS, beta-arrestin-GFP, LPI agonist (AID 2013); G-protein coupled receptor 55 (Homo sapiens); U2OS GPR55 beta-arrestin-GFP translocation imaging, LPI antagonism; higher % means a stronger effect; inhibition, % at 10 µM; hits with a dose series show IC50 in µM; 0.13% of 290,000 active;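 active = spots per cell inhibited over 60%, with over 100 cells counted and total cytoplasm intensity under 500,000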;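 also: U2OS cells stably carrying GPR55 and arrestin-GFP stimulated by 5 µM LPI near EC80; imaged beta-arrestin-GFP aggregate spots per cell after agonist stimulation; plate controls were LPI-stimulated DMSO wells for no effect and DMSO wells without LPI for full effect; some results filed as inactive read as strong as hits; confirmed hits need IC50 under 10 µM and bright autofluorescent wells are also inconclusive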
# KOR beta-arrestin-2: KOR antagonists, beta-arrestin recruitment, cell-based, luminescence, uHTS (AID 1778); inhibition, % at 10 µM; hits with a dose series show IC50 in µM; KOR beta-arrestin recruitment, luminescence, antagonist mode; higher % means a stronger effect; 0.091% of 290,000 active; Kappa-type opioid receptor (Homo sapiens); also: strong numbers were not always called active
# Myeloid diff 2: induction of myeloid progenitor differentiation, primary screen, cell-based, flow cytometry, MLPCN library; ER-HoxA9 myeloid progenitors, lysozyme-GFP differentiation; calls only at 10 µM; 1% of 360,000 active;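 active = normalized GFP-positive differentiation at or above the plate's own cutoff, the solvent-only control mean plus 3 SD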;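 also: cells exposed to compound for four days before flow analysis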
# GPR55 activation: GPR55 agonists via beta-arrestin recruitment, primary screen, imaging, U2OS cells, beta-arrestin-GFP redistribution (AID 1961) | U2OS GPR55 beta-arrestin-GFP redistribution imaging; higher % means a stronger effect | G-protein coupled receptor 55 (Homo sapiens) | 0.048% of 290,000 active | activation, % at 10 µM, or EC50 in µM where a hit was titrated;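 active = activation above 40% with more than 50 cells counted in the well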;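 also: U2OS osteosarcoma cells stably expressing GPR55 and beta-arrestin-GFP; plate controls were DMSO negative control for no effect and LPI positive control for full effect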
# NOD2 inhibition: NOD2 signaling inhibitors, cell-based, luminescence, uHTS, HEK293 (AID 1566). HEK293 NOD2/NF-kB luciferase reporter, luminescence; higher % means a stronger effect. one-dose inhibition, % at 4 µM; EC50 in µM for titrated hits. 0.63% of 290,000 active; also: many of its hits are not listed in these tables
# NTR1 ag: agonists of NTR1, primary screen, imaging, U2OS cells, beta-arrestin-GFP, high content (AID 493036). Neurotensin receptor type 1 (Homo sapiens), P30989. NTR1-U2OS beta-arrestin-GFP spot imaging, agonist mode. activation, % at 20 µM. 0.17% of 330,000 active;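 active = activation at or above 40% of the spot to cytoplasm intensity ratio, with at least 20 cells analyzed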;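 also: 0% = DMSO without peptide and 100% = 100 nM NTR1 peptide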
# Target sequence (P30989 whole entry, looked up): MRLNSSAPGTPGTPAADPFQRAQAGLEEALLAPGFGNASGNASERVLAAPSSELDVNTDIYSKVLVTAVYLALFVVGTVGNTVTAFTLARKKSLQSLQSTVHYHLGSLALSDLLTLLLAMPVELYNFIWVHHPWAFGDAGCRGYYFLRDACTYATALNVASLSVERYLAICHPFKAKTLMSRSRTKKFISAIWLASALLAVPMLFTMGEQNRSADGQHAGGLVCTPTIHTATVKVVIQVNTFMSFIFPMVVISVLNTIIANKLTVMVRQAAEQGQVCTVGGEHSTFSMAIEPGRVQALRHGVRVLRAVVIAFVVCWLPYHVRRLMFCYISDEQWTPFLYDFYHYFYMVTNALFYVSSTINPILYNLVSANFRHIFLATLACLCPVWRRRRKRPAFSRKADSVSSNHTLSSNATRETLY
# T cell HTS vesicle-bound %: recorded beside T cell HTS, whose call it bears; double positive events, %; measured here: CD8+ vesicle-bound cell fraction;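 binding gate set so that unloaded-vesicle control wells show 10% double positive cells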
# NTR1 ag cell count 20 µM: second read-out of NTR1 ag, no call of its own (marks repeat the call); cell count; measured here: cell count, cytotoxicity flag
# Myeloid diff 2 GFP+ MAC1+ %: further read-out of Myeloid diff 2, marked with its call; GFP+ MAC1+ double positive, %; measured here: differentiation confirmed by MAC1 staining
# Active calls of the source: *; i = inactive; x = no result given; + = active, no number; [ ] = dose if it differs, or a comment. Rule as the data show it, unless noted: active = inhibition above about 50%; inactive = the rest. The list is partial (hit frequency here may not be typical).
SMILES,KOR beta-arrestin-1,T cell HTS,T cell HTS vesicle-bound %,NOD1 NF-kB reporter,GPR55 antagonists,KOR beta-arrestin-2,Myeloid diff 2,Myeloid diff 2 GFP+ MAC1+ %,GPR55 activation,NOD2 inhibition,NTR1 ag,NTR1 ag cell count 20 µM
O=C(CN1C(=O)NC2(CCOc3ccccc32)C1=O)Nc1ccc(F)c(F)c1F (stereo unspecified),-1.8%,i,45.7,-37.4%,10.4%,-0.9%,i,0.2,-0.1%,-15.2%,-2.3,87
CCOC(=O)CNC(=O)CSc1cc(C)nc2ccc(OC)cc12,x,i,70.9,-14.7%,15.3%,-26.6%[20 µM],i,1.0,-0.1%,11.6%,-0.6,52
CC(C)Oc1ccc(/C=C(/NC(=O)c2ccccc2)C(=O)NCCC(=O)O)cc1,x,i,41.7,-37.9%,3.7%,-26.9%[20 µM],i,0.0,0.2%,6.2%,2.4,42
CN(C(=O)CC(=O)Nc1ccc(Cl)c(Cl)c1)c1ccccc1,-0.4%,i,54.2,-21.5%,1.6%,-18.9%,i,0.0,0.1%,-24.5%,1.1,38
CCN(CC)c1ccc(C(=O)OCC(=O)N2CCCC2)cc1,-2.7%,i,19.3,2.4%,-4.5%,-4.0%,i,0.7,0.3%,-3.6%,1.0,58
Cc1ccc(C#N)c(SCC(=O)Nc2nccs2)n1,-2.2%,i,23.2,-7.7%,1.6%,-47.9%[20 µM],i,0.3,-0.1%,-123.7%,-0.2,46
COc1ccc(/C(C)=N/NC(=O)CNC(=O)c2cccnc2)c(OC)c1,-5.1%,i,33.6,2.5%,8.9%,30.1%,i,1.4,-0.1%,20.3%,-0.6,84
Cc1ccccc1OCC(=O)NCCN1CCCC1,-2.7%,i,23.6,-4.2%,6.7%,1.8%,i,0.8,-0.2%,1.4%,-1.1,53
COCc1cc(C)nc2sc(C(=O)Nc3cccc(OC)c3)c(N)c12,3.0%,i,65.0,-14.4%,-10.6%,1.8%,i,0.1,0.3%,-60.1%,0.7,56
COCCn1c(C)cc(C2=NNC(=Nc3ccc(OC)cc3)SC2)c1C,-3.9%,i,30.8,-3.2%,1.6%,-6.8%,i,1.3,-0.1%,-9.9%,1.4,56
N#CCC(=O)Nc1ccc(C(=O)OCC(=O)N(C2CCCCC2)C2CCCCC2)cc1,-3.4%,i,53.3,-6.6%,-6.7%,9.0%,i,0.5,0.0%,18.6%,4.0,96
COc1ccc(OC)c(-c2c[n+](=O)c3c(n2[O-])CCCC3)c1,5.2%,i,37.6,3.0%,1.0%,7.9%,i,0.9,0.1%,6.0%,0.9,77
O=C(Nc1ccc(-c2cn3ccccc3n2)cc1)c1ccco1,-2.0%,i,47.1,-64.3%,17.1%,1.1%,i,0.2,0.1%,-53.7%,0.4,84
CCOc1ccccc1NC(=O)NC1(C(=O)N2CCN3CCCC3C2)CCCCC1 (stereo unspecified),-2.9%,i,42.2,-19.4%,2.8%,5.4%,i,0.7,0.2%,-2.0%,-4.1,93
Cc1ccc(C(=O)c2c[nH]c3c(F)cc(F)cc3c2=O)cc1,-0.3%,i,25.6,-31.8%,3.1%,-6.4%,i,1.1,-0.2%,12.9%,0.8,61
C#CCOCCOCCOCCNc1nc(N2CCN(C(=O)[C@H]([C@@H](C)CC)n3cc(CCCN=C(N)N)nn3)CC2)nc(N2CCN(C(=O)[C@H]([C@@H](C)CC)n3cc(CCCN=C(N)N)nn3)CC2)n1,0.7%,x,x,-15.2%,-1.4%,-9.2%,x,x,0.2%,8.7%,0.3,75
O=C(Nc1ccc(O)cc1)c1cc(S(=O)(=O)N2CCCC2)ccc1Cl,2.0%,i,46.0,-11.5%,0.9%,-27.3%,i,0.7,0.1%,7.8%,0.9,73
COc1ccccc1CNC(=O)COC(=O)c1cccc(S(=O)(=O)N2CCCC2)c1,-4.8%,i,15.6,-10.6%,-3.5%,-0.8%,i,1.8,-0.1%,6.1%,-1.1,59
CC(CCN1CCN(c2ccc(F)cc2)CC1)c1ccccc1 (stereo unspecified),6.8%,i,54.4,39.3%,6.4%,-1.8%[20 µM],i,0.7,-0.1%,-32.6%,4.0,69
Cc1ccc(NC(=O)C(C)c2cccc(C(=O)c3ccccc3)c2)cc1O (stereo unspecified),12.6%,i,45.3,44.4%,7.0%,50.7%,i,1.5,-0.4%,11.9%,3.5,55
CCOc1ccccc1CNC(=O)C1CCCN(c2nn3c(=O)cc(C)nc3s2)C1 (stereo unspecified),2.3%,i,4.3,-12.0%,1.7%,34.3%,i,0.0,-0.1%,20.4%,-0.1,46
Cc1cc(OCC(=O)Nc2ccc(F)c(F)c2)nc(C(C)C)n1,x,i,37.5,7.4%,7.2%,13.5%,i,2.1,-0.1%,22.4%,0.7,55
CN(C)/C=C(/C#N)C(=O)c1cccc(Oc2ccc(C(C)(C)C)cc2)c1,-4.4%,i,40.7,13.8%,8.2%,21.0%,i,1.1,0.2%,8.6%,-3.7,20
N#Cc1c(/N=C/c2ccccc2)oc(-c2ccccc2)c1-c1ccccc1,1.6%,i,29.8,1.2%,-11.7%,22.4%,i,23.2,0.1%,10.8%,3.0,50
CCOC(=O)c1[nH]c(C)c(C(=O)NC(C)(C)C)c1C,2.8%,i,54.2,-24.3%,8.2%,-18.4%,i,0.5,0.3%,-18.8%,2.2,50
COC(=O)c1ccc(-c2ccco2)n1Cc1cccc(C)c1,-2.3%,i,22.6,-7.6%,10.5%,30.2%,i,0.0,-0.1%,2.5%,2.6,87
CCCCn1c(N)c(N(CCOC)C(=O)CSc2n[nH]c(-c3ccc(OC)cc3)n2)c(=O)[nH]c1=O,0.8%,i,31.8,-39.4%,4.9%,-1.9%,i,0.5,-0.1%,-0.6%,-1.1,61
Cc1cccc(C(=O)Nc2ccccc2NC(=O)c2cccc(C)c2)c1,2.9%,i,35.0,-6.2%,3.3%,-8.6%,i,0.8,0.0%,2.9%,x,x
O=S(=O)(NCc1cccnc1)c1cccs1,2.0%,i,12.3,-6.8%,5.8%,3.5%,i,2.7,0.3%,8.2%,-1.1,38
CCN1C(=O)c2ccccc2Sc2ccc(C(=O)NCCCN(CC(C)C)CC(C)C)cc21,-3.0%,i,8.6,-13.8%,3.1%,-42.5%,i,1.5,-0.1%,-5.5%,0.4,49

# Quoted at random: four compounds from above.
SMILES,KOR beta-arrestin-1,T cell HTS,T cell HTS vesicle-bound %,NOD1 NF-kB reporter,GPR55 antagonists,KOR beta-arrestin-2,Myeloid diff 2,Myeloid diff 2 GFP+ MAC1+ %,GPR55 activation,NOD2 inhibition,NTR1 ag,NTR1 ag cell count 20 µM
CCCCn1c(N)c(N(CCOC)C(=O)CSc2n[nH]c(-c3ccc(OC)cc3)n2)c(=O)[nH]c1=O,0.8%,i,31.8,-39.4%,4.9%,-1.9%,i,0.5,-0.1%,-0.6%,-1.1,61
Cc1ccc(NC(=O)C(C)c2cccc(C(=O)c3ccccc3)c2)cc1O (stereo unspecified),12.6%,i,45.3,44.4%,7.0%,50.7%,i,1.5,-0.4%,11.9%,3.5,55
COCCn1c(C)cc(C2=NNC(=Nc3ccc(OC)cc3)SC2)c1C,-3.9%,i,30.8,-3.2%,1.6%,-6.8%,i,1.3,-0.1%,-9.9%,1.4,56
COc1ccc(/C(C)=N/NC(=O)CNC(=O)c2cccnc2)c(OC)c1,-5.1%,i,33.6,2.5%,8.9%,30.1%,i,1.4,-0.1%,20.3%,-0.6,84

# (cont.)
SMILES,KOR beta-arrestin-1,T cell HTS,T cell HTS vesicle-bound %,NOD1 NF-kB reporter,GPR55 antagonists,KOR beta-arrestin-2,Myeloid diff 2,Myeloid diff 2 GFP+ MAC1+ %,GPR55 activation,NOD2 inhibition,NTR1 ag,NTR1 ag cell count 20 µM
CN(C)c1ccc(C(C(=O)NCC2CCCO2)N(Cc2ccccc2)C(=O)c2snc(C(N)=O)c2N)cc1 (stereo unspecified),2.4%,i,30.5,-8.5%,-6.5%,-14.2%,x,x,-0.2%,12.3%,2.6,31
Cc1cccc(NC(=O)NC2CCCCCCC2)c1,3.9%,i,5.8,-48.1%,-9.7%,-6.3%,i,1.4,0.3%,-27.8%,-0.6,60
COCCN(CCOC)Cc1c(O)ccc2c3c(c(=O)oc12)CCC3,8.7%,i,56.0,-25.5%,5.5%,-7.6%,i,1.1,0.7%,-0.5%,0.3,77
COC(=O)c1ccccc1COn1c(=O)c[n+]([O-])c2ccccc21,2.4%,i,17.6,-25.9%,-4.2%,26.6%,+,53.7*,0.1%,5.2%,-2.1,87
CC(=O)NC(Cc1ccccc1F)C(=O)NC1CCN(C(=O)NCc2ccccc2)CC1 (stereo unspecified),-4.0%,i,21.2,8.9%,-1.8%,22.4%,i,0.2,-0.2%,15.7%,-1.4,34
COc1cc(CNC2CCCCC2OC)cc(OC)c1 (stereo unspecified),0.6%,i,14.2,-30.9%,-7.7%,20.9%,i,0.5,0.2%,2.4%,-0.5,37
CN(CCC#N)C(=O)c1cc2c(Cl)nc3ccccc3c2s1,-3.7%,i,27.6,-1.1%,5.0%,-24.9%,i,0.6,-0.1%,5.2%,0.5,90
CCCNS(=O)(=O)c1ccc(CCC(=O)NCC2CCCO2)cc1 (stereo unspecified),-4.4%,i,14.9,-12.9%,-4.6%,-13.6%,i,0.6,-0.4%,-13.7%,-1.6,78
Cc1ccc(C)c2c1c1ccccc1n2C,5.3%,i,20.8,-6.6%,6.3%,-5.0%,i,0.6,-0.1%,5.0%,2.5,47
CCCn1c(SCC(=O)Nc2cccc(NC(C)=O)c2)nnc1C(C)C,-2.2%,i,17.7,-7.4%,19.4%,2.3%,i,1.5,-0.2%,12.0%,-0.8,61
CN(C)S(=O)(=O)c1cccc(NC(=O)COC(=O)/C=C/c2ccco2)c1,11.2%,i,45.1,-13.3%,0.0%,-11.9%,i,0.4,0.4%,4.2%,-0.7,57
CCCCN(C)CCCNC(=O)C1CC(=O)N(Cc2ccc(OC)cc2)C1 (stereo unspecified),2.3%,i,45.1,-15.6%,0.7%,-0.3%,i,0.8,-0.2%,-1.7%,-0.9,50
